Screening data from PubChem BioAssay.
Bcl-XL Bim block – disrupts Bim peptide binding to human Bcl-XL; Q07817; bead flow cytometry, fluorescence; inhibition, % at 10 µM; 190,000 compounds, 0.04% hits
Target sequence (Q07817 whole entry, looked up): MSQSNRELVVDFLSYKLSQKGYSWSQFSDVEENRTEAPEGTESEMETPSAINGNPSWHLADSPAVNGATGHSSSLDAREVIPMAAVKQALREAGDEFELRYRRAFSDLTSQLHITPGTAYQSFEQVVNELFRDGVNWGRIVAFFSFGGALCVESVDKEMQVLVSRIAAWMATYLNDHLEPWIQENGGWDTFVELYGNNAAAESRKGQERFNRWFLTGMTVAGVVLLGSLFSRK
Bim-Mcl-1 – inhibitors of Bim-Mcl-1 interaction, human | Bead-based flow cytometry, Bim peptide-Mcl-1 binding | inhibition, % at 10 µM | 190,000 compounds, 0.1% hits;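 also: 0% = no compound tracer wells and 100% = peptide blocker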
Target sequence (Q07820 whole entry, looked up): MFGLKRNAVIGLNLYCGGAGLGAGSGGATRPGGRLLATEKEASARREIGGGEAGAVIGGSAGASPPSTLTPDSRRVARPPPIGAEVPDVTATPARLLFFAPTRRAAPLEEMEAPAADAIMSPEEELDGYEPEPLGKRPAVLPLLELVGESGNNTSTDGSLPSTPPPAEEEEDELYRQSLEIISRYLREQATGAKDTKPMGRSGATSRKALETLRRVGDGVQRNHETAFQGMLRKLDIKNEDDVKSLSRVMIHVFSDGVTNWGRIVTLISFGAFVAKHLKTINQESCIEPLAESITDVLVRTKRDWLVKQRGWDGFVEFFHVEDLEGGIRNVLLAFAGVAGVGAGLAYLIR
RGS7-Gao reg – modulates binding of RGS7 to human Galphao. Multiplexed bead flow cytometry; actives lie on both sides. binding response (% of control), % at 10 µM. 220,000 compounds, 0.35% hits. AID 1439; in the data active = binding response below about 49% or above about 150%; inconclusive = no clear call, values can overlap the other calls; inactive = in between;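 also: fluorescent Galphao held in activated GDP-AlF4 state binding bead-coupled RGS7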
Bfl-1 Bim block – human Bim-Bfl-1 interaction inhibition. Q16548. inhibition, % at 10 µM. Bead-based flow cytometry, Bim-Bfl-1 binding inhibition. AID 1008. 190,000 compounds, 0.12% hits;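 also: 0% = wells without compound plus tracer and 100% = blocker peptide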
Bcl-2 Bim block – disrupts Bim peptide binding to human Bcl-2; inhibition, % at 10 µM; P10415; Bead-based flow cytometry, Bim peptide-Bcl-2 binding; AID 950; 190,000 compounds, 0.06% hits; in the data active = inhibition above about 40%; inconclusive = no clear call, values can overlap the other calls;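 also: 0% = no compound wells with probe peptide and 100% = reference peptide inhibitor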
Bcl-W Bim block – human Bim-Bcl-W interaction inhibition | bead-based flow cytometry, Bim peptide-Bcl-W binding | inhibition, % at 10 µM | 190,000 compounds, 0.02% hits;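 also: 0% = bound tracer without compound and 100% = peptide blocker; higher means less fluorescent Bim peptide bound to Bcl-W beads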
Target sequence (Q92843 whole entry, looked up): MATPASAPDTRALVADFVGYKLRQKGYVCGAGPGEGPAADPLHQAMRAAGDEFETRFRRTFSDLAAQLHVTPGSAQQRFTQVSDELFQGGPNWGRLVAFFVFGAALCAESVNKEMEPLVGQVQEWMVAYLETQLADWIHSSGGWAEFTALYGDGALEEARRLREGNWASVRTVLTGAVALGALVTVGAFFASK
Mcl1-Bid inh – Mcl-1/Bid interaction inhibition | Q07820 | TR-FRET Mcl-1/Bid-Dy647 peptide binding, 1536-well | inhibition, % at 21.7 µM | 220,000 compounds, 0.97% hits;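 active = compounds that cut the binding signal by more than half at the single screening dose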;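 also: His-tagged Mcl-1 with europium anti-His antibody binding Bid BH3 peptide; 0% = Mcl-1 plus peptide wells and 100% = peptide-only wells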
RGS4-Gao reg – human RGS4-Galphao interaction regulation | binding response (% of control), % at 10 µM | P09471 | Multiplexed bead flow cytometry, RGS4-Galphao binding; actives lie on both sides | 220,000 compounds, 0.33% hits; in the data active = binding response below about 49% or above about 150%; inactive = in between;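 also: fluorescent Galphao activated with aluminum fluoride binding bead-coupled RGS4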
Bcl-B Bim block – inhibitors of Bim-Bcl-B interaction, human; Q9HD36; bead-based flow cytometry, Bim peptide-Bcl-B binding; inhibition, % at 10 µM; 190,000 compounds, 0.073% hits;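 also: 0% = tracer peptide without compound and 100% = reference inhibitor peptide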
Target sequence (Q9HD36 whole entry, looked up): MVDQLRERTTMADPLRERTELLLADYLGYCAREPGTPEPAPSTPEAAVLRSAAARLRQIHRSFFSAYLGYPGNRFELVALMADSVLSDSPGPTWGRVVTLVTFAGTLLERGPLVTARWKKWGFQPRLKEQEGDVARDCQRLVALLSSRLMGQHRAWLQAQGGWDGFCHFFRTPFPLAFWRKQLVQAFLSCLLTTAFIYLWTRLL
Mcl1-Noxa inh – Mcl-1/Noxa interaction inhibition; Q07820; TR-FRET Mcl-1/Noxa peptide binding, 2 h; inhibition, % at 21.7 µM; 220,000 compounds, 1.5% hits;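 active = compounds that cut the protein-peptide binding signal by more than 50% relative to plate controls in a single-dose test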;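 also: His-tagged Mcl-1 with rhodamine Noxa BH3 peptide and terbium anti-His antibody; 0% = Mcl-1 plus Noxa peptide wells and 100% = peptide-only wells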
RGS8-Gao reg – human RGS8-Galphao interaction regulation; P09471; multiplexed bead flow cytometry, RGS8-Galphao binding; actives lie on both sides; response (percent of control binding), % at 10 µM; 220,000 compounds, 0.34% hits; in the data active = response below about 60% or above about 140%; inactive = in between;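 also: Galphao activated as the GDP aluminium fluoride complex binding bead-coupled RGS8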
* = called active by the depositor; u = inconclusive; x = no result given. Rule as the data show it, unless noted: active = inhibition above about 40%.

Below each compound – Bcl-XL Bim block	Bim-Mcl-1	RGS7-Gao reg	Bfl-1 Bim block	Bcl-2 Bim block	Bcl-W Bim block	Mcl1-Bid inh	RGS4-Gao reg	Bcl-B Bim block	Mcl1-Noxa inh	RGS8-Gao reg
COc1cc(-c2nnc(SCC(=O)/C(C#N)=C(\C)N)o2)cc(OC)c1OC
  1	-2	100	-16	-6	-1	-7	101	-6	x	97
Cc1cc(C)n(C(=O)Cc2cn3ccsc3n2)n1
  -2	-1	97	-13	-10	0	-30	94	-5	-7	99
O=C(NCc1ccc(F)cc1)c1cc(-c2cccs2)on1
  -2	-7	101	-1	0	0	-23	107	-5	-9	109
CC(C)NC(=O)NC(=O)COC(=O)C1CCCN1C(=O)c1cccs1 (configuration not stated)
  -8	-4	101	-11	-9	-5	0	102	-8	11	102
O=C(NCC1CCCO1)c1ccc(/C=N/O)nc1 (configuration not stated)
  -14	-7	98	-21	-18	-9	-24	99	-13	-3	99
O=C(COC(=O)Cc1c(F)cccc1Cl)NCCC1=CCCCC1
  -6	-6	100	-2	-6	-3	-12	102	-6	-8	102
COc1ccc(/C=C/C(=O)NC(C)C)cc1Br
  -3	2	100	-15	-7	1	-2	101	-4	6	100
NNC(=O)CCCNc1ncc(C(F)(F)F)cc1Cl
  -2	-2	u	-9	-4	1	-25	100	-6	-2	100
O=C1C2N=NN(CC(=O)N3N=C(c4cccc5ccccc45)CC3c3ccccc3)C2C(=O)N1c1ccccc1 (configuration not stated)
  -6	-4	93	2	0	-5	-8	97	-5	-4	90
CCC(Sc1nc(N)cc(=O)[nH]1)C(=O)Nc1cc(C)on1 (configuration not stated)
  -8	-2	103	-13	-7	-4	-12	101	-6	6	100
CC1(C)Cc2nc3sc(C(N)=O)c(N)c3cc2CO1
  x	x	u	x	x	x	-45	98	x	6	99
N#Cc1ccc(C(=O)Nc2ccc(N3CCN(C(=O)c4ccco4)CC3)cc2)c(F)c1
  0	-2	103	-5	-4	1	-77	95	-3	-12	100
Cc1cc(C(=O)CSc2n[nH]c(N)n2)c(C)n1-c1cccc(F)c1
  3	3	91	8	8	4	-72	92	5	5	94
O=C1COc2ccc(C(=O)CSc3nnnn3-c3ccccc3)cc2N1
  3	-5	94	-4	-5	-4	-37	94	-4	-12	90
O=[N+]([O-])c1ccc(N2CCCCC2)cc1NCCOc1ccccc1
  7	0	100	8	6	2	-37	100	3	14	93
O=S(=O)(c1cnc(Cl)c(Cl)c1)N1CCN(c2ncccn2)CC1
  x	x	u	x	x	x	-15	100	x	4	102
N#CC1=C(N)NC(SCc2ccccc2)=C(C#N)C12CCCCC2
  -4	-4	96	1	0	-2	-34	97	-3	8	100
Cc1cc(S(=O)(=O)Nc2c(C)nn(C)c2C)c(Cl)cc1Cl
  x	x	u	x	x	x	-6	106	x	4	102
COc1ccccc1NC(=O)NCc1ccc2c(c1)OCO2
  -10	0	100	-15	-13	-4	-11	99	-9	-6	99
CCc1nnc(NC(=O)CSc2nnc(COc3ccc(C)cc3)n2-c2ccccc2)s1
  0	22	96	-16	-13	0	42	98	-6	24	99
COc1ccc(NC(=O)c2cccc(Cn3cc(Br)cn3)c2)cn1
  -8	-3	101	-17	-10	-2	-6	99	-8	-12	100
COc1cccc(NCc2cc(=O)oc3cc(-c4ccccc4)c(O)cc23)c1
  -4	-2	96	-20	-5	-2	-19	95	-3	13	92
CCC(C)c1ccc(S(=O)(=O)N2CCN(C(C)CC(=O)O)CC2)cc1 (configuration not stated)
  0	1	u	-4	-4	1	7	95	-2	16	97
COc1ccc(N2CCN(C(=O)Nc3ccccc3Cl)CC2)cc1
  -3	-4	100	3	0	0	-51	99	-4	2	96
Cc1c(C(N)=O)c(N)c(C(=O)c2ccccc2)n1-c1ccccc1
  0	1	119	0	3	1	-88	136	1	-6	105
COC(=O)c1ccccc1NC(=O)NC1CCCC1
  -6	-1	98	-8	-8	-2	-23	99	-5	8	101
Cc1cccc(OCc2n(CC(=O)OC3CC(C)CCC3C(C)C)c3ccccc3[n+]2C)c1 (configuration not stated)
  -2	-2	99	-6	1	-3	-2	98	-5	27	100
CC(OC(=O)c1cccc(NS(C)(=O)=O)c1)C(=O)Nc1ccc(N2CCOCC2)cc1 (configuration not stated)
  0	0	95	1	1	0	-57	92	3	13	94
COc1ccc2cc(C#N)c(SCC(=O)N3CCCC3)nc2c1
  0	-1	100	0	-4	0	16	103	1	8	103
O=C(Nc1ccc(Cl)cc1)N(Cc1nc2ccccc2c(=O)[nH]1)Cc1cccs1
  -3	-2	106	-16	-9	-2	0	106	-7	12	105
Cc1cccc(NC(=S)NCCc2c[nH]c3ccccc23)c1
  -5	-2	103	-8	-2	-5	-20	100	-6	-4	99
COc1ccc(C[C@H]2CN3C(=NC[C@@H]3Cc3ccc(O)cc3)N2CCNC(=O)c2ccc(C)c(Br)c2)cc1
  -3	0	98	-1	1	0	2	105	-14	7	98
O=C(c1cnn(-c2nc3ccccc3s2)c1)c1ccccc1O
  -4	-1	99	-10	-8	0	-40	104	-6	11	102
CNC(=S)N/N=C/c1ccc(-c2ccc(C(=O)O)cc2)o1
  x	x	u	x	x	x	-17	92	x	18	97
COC(=O)C1=C(C)N(c2ccc(C(=O)OC)cc2)C(=O)C1
  -4	-3	97	-17	-12	0	-30	100	-8	5	98
CC(C)CC(=O)Nc1ccc(Nc2ccccc2)cc1
  0	2	101	5	8	6	-37	98	0	2	104
CC(=O)N1CCN(CCN=CC2=C(O)CC(C)(C)CC2=O)CC1
  0	-2	100	-2	0	1	-9	98	0	-2	99
O=C(COc1ccc(Cl)cc1[N+](=O)[O-])N1CCCCC1
  1	5	99	0	4	3	-12	100	0	23	102
O=c1cc(N2CCCCC2)c(-c2ccccc2)n[nH]1
  1	-5	99	-4	-3	1	0	99	0	-5	100
COc1ccc(NS(=O)(=O)c2ccc(NC(=O)C(CCSC)NC(N)=O)cc2)cc1 (configuration not stated)
  x	x	u	x	x	x	-58	97	x	-10	95
Cc1cccc(C)c1NC(=O)CCN1C(=O)C2C3CCC(C3)C2C1=O (configuration not stated)
  0	-2	103	-1	-2	0	-9	99	0	-5	99
Cc1ccc(-c2nnc(NCc3nc4ccccc4[nH]3)c3ccccc23)cc1S(=O)(=O)N1CCOCC1
  -12	-7	97	-16	-6	-7	-39	98	-12	-32	98
N#Cc1nc(COc2ccc(F)cc2)oc1N1CCCCC1
  0	3	104	-3	0	-2	-8	101	-1	4	101
CCn1c2ccccc2c2cc(NC(=O)COC(=O)Cc3cn4ccsc4n3)ccc21
  -5	-1	101	0	-1	3	-44	103	1	20	99
O=C(Nc1cccc(C(F)(F)F)c1)c1ccc2nc(N3C(=O)CCC3=O)sc2c1
  2	0	101	0	-2	2	2	100	0	22	100
COc1ccccc1NC(=S)N1CCC(c2nc3ccccc3o2)CC1
  -8	-4	102	-8	-8	-5	-30	101	-8	0	99
O=C(Cc1ccccc1)N[C@@H](Cc1ccc(O)cc1)C(=O)O
  x	x	u	x	x	x	-25	94	x	-43	99
COc1ccccc1-c1ccc(SCc2ccccc2F)nn1
  -5	-3	103	-5	-1	-4	-15	102	-5	0	101
OCc1nc2ccccc2n1CC(O)Cn1ccc2ccccc21 (configuration not stated)
  -4	0	96	-9	-9	0	-43	98	-8	18	99
Cc1ccccc1NC(=O)COC(=O)Cc1cccc(C(F)(F)F)c1
  29	21	94	20	18	23	-4	85	18	15	88
COc1ccc(CC(=O)Nc2ccc(S(=O)(=O)Nc3cc(C)on3)cc2)cc1
  1	1	99	0	-3	0	-2	102	2	9	104
Cc1occc1C(=O)NNC(=O)C(c1ccccc1)c1ccccc1
  0	0	92	0	0	-2	-28	92	-2	1	101
c1ccc2c(c1)Cn1nc(Cc3nc4c(s3)CCCC4)nc1-2
  -1	2	104	-1	0	0	-51	103	0	1	102
CCCOc1ccc(CCC(=O)O)cc1
  -4	-4	104	-6	-5	-2	-7	101	-8	14	102
O=C(CCCN1C(=O)/C(=C/c2cccs2)SC1=S)Nc1cccc(C(=O)O)c1
  -2	-1	106	0	0	3	-5	105	-1	7	103
Oc1ccc(Br)cc1-c1nc2cnccn2c1NC1CCCCC1
  -13	-2	101	-15	-10	-5	-6	101	-15	x	102
Cc1c(Br)c(C(F)(F)F)nn1CC(=O)NCc1ccccc1
  -5	-2	110	-11	-23	-1	-15	109	-10	18	127
COCCNC(=O)C(c1ccc(C)cc1)N(C(=O)C(=O)NC1CCCC1)c1ccc2c(c1)OCCO2 (configuration not stated)
  0	4	93	-4	0	0	-10	96	-2	20	98
O=c1oc2ccccc2cc1-c1nnc(NCc2ccco2)s1
  -4	0	83	4	3	3	-38	84	3	33	96
O=C(Nc1ccc(OC(F)(F)F)cc1)Nc1cccc([N+](=O)[O-])c1
  -6	-3	102	-1	-6	-4	14	107	-4	14	106

In a second layout: results already given.
SMILES,Bcl-XL Bim block,Bim-Mcl-1,RGS7-Gao reg,Bfl-1 Bim block,Bcl-2 Bim block,Bcl-W Bim block,Mcl1-Bid inh,RGS4-Gao reg,Bcl-B Bim block,Mcl1-Noxa inh,RGS8-Gao reg
COc1ccc(C[C@H]2CN3C(=NC[C@@H]3Cc3ccc(O)cc3)N2CCNC(=O)c2ccc(C)c(Br)c2)cc1,-3,0,98,-1,1,0,2,105,-14,7,98
O=C(c1cnn(-c2nc3ccccc3s2)c1)c1ccccc1O,-4,-1,99,-10,-8,0,-40,104,-6,11,102

Next part:
Below each compound – Bcl-XL Bim block	Bim-Mcl-1	RGS7-Gao reg	Bfl-1 Bim block	Bcl-2 Bim block	Bcl-W Bim block	Mcl1-Bid inh	RGS4-Gao reg	Bcl-B Bim block	Mcl1-Noxa inh	RGS8-Gao reg
CSc1nc2c(c(C(F)(F)F)n1)CC(C)CC2 (configuration not stated)
  -3	-2	104	6	-2	0	2	100	-4	11	103
Cn1c(NC(=O)c2ccc(Cl)cc2Cl)cc(=O)n(C)c1=O
  -1	0	97	-11	-7	0	-5	97	-4	6	99
Cc1cc(C)nc(NC2=NCC(=O)N2c2ccccc2Br)n1
  -3	0	96	-7	0	-1	-4	98	3	4	101
COc1ccccc1C1CC(c2ccco2)=NN1c1ccccc1 (configuration not stated)
  -9	-6	104	-6	-6	-6	-20	105	-7	2	105
CC(=O)c1cnc2n(c1=O)CCS2
  0	-3	99	-3	-2	-1	21	101	-5	33	99
Cc1ccc2cc(C=O)c(N(C)C)nc2c1
  3	0	102	8	5	0	7	95	4	10	98
CCCCn1nnnc1SCC(=O)c1ccc(C)c(C)c1
  -1	0	103	-2	0	-2	-9	102	-1	25	101
CCN1CCc2c(OCC(=O)N3CCCc4ccccc43)cccc2C1=O
  0	-1	104	-1	-2	-1	-17	102	0	1	102
COc1ccc(SCCC(=O)NCc2ccncc2)cc1
  x	x	u	x	x	x	-3	110	x	12	102
CCOC(=O)N1CCN(C(=O)C2CCCN(S(=O)(=O)c3cc(C)ccc3OC)C2)CC1 (configuration not stated)
  4	5	101	5	1	2	-6	103	2	-3	98

Two records picked at random from those above, as already listed:
Below each compound – Bcl-XL Bim block	Bim-Mcl-1	RGS7-Gao reg	Bfl-1 Bim block	Bcl-2 Bim block	Bcl-W Bim block	Mcl1-Bid inh	RGS4-Gao reg	Bcl-B Bim block	Mcl1-Noxa inh	RGS8-Gao reg
O=C(Cc1ccccc1)N[C@@H](Cc1ccc(O)cc1)C(=O)O
  x	x	u	x	x	x	-25	94	x	-43	99
COc1ccc(N2CCN(C(=O)Nc3ccccc3Cl)CC2)cc1
  -3	-4	100	3	0	0	-51	99	-4	2	96
